# NR3A LBD binder = binders of NR3A ligand-binding domain, primary screen, biophysical, differential scanning fluorimetry, uHTS. Glutamate receptor ionotropic, NMDA 3A (GRIN3A) ligand-binding domain. NR3A LBD differential scanning fluorimetry, Tm shift; 0% = protein alone, 100% = glycine-bound protein. Tm shift relative to glycine control, % at 25 µM. 2.5% of 340,000 active. AID 1259313, 2017;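 active means melting temperature shift of at least 10% of the positive control shift, at one fixed dose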
# HKDC1 inhibitor = HKDC1 hexokinase inhibitors, primary screen, biochemical, fluorescence, uHTS; recombinant HKDC1, G6PDH/diaphorase resazurin coupled fluorescence; inhibition, % at 20 µM; 0.16% of 340,000 active; AID 493160, 2011;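 active means inhibition above about 35% when tested at 20 µM, limit read from the data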;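 further: plate controls were DMSO wells with enzyme for no effect and DMSO wells lacking enzyme for full effect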
#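 Test system: recombinant HKDC1 (HK5) hexokinase enzyme, produced in-house; Amount: enzyme 5 µg/mL final; Buffer or medium: Tris pH 8.0 buffer with MgCl2, Tween-20, BSA, BME; Reagent: glucose and ATP substrates; Doses: 20 µM test compound, 1% DMSO; Incubation: 90 min reaction incubation at room temperature, dark; Detection: resorufin fluorescence at 613 nm.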
# MPTP inh = mitochondrial permeability transition pore inhibitors, primary screen, biochemical, isolated mouse mitochondria, absorbance; 1.4% of 360,000 active; AID 602449, 2012; Ca2+ swelling absorbance, 30 min; inhibition, % at 10 µM;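 active means inhibition of 50% or more, scaled per plate between neutral and stimulator controls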;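 further: 0% = DMSO wells given calcium and 100% = 1 mM EGTA wells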
# ATG4B inh = ATG4B protease inhibitors, primary screen, biochemical, fluorescence, uHTS; Cysteine protease ATG4B (Homo sapiens), Q9Y4P1; ATG4B cleavage of LC3-PLA2, NBD-HPC fluorescence, 1 h; inhibition, % at 8.33 µM; 0.51% of 340,000 active; in the data active means inhibition above about 40%
# SENP6 inh = SENP6 protease inhibitors, primary screen, biochemical, luminescence, uHTS. Sentrin-specific protease 6 (Homo sapiens), Q9GZR1. 1.8% of 330,000 active. Recombinant SENP6 catalytic domain, aminoluciferin luminescence. AID 2599, 2010. inhibition, % at 10 µM;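 active means inhibition above about 50% at the single tested dose, limit read from the data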;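 further: plate controls were DMSO wells with enzyme for no effect and DMSO wells lacking enzyme for full effect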
# Target sequence (Q9GZR1 628-1112 limits assumed): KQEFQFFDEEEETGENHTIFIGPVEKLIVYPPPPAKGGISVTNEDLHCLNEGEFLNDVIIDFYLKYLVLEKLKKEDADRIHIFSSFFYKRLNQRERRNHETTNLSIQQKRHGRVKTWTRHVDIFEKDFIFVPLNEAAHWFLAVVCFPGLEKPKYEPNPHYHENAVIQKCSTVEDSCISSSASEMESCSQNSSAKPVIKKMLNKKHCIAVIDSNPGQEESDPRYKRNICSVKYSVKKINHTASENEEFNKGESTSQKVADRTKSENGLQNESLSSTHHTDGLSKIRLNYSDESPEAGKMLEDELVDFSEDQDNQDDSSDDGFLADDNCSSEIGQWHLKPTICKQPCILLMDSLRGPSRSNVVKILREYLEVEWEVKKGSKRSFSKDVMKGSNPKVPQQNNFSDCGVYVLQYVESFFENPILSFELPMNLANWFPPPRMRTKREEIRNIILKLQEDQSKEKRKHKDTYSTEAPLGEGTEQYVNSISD
# SENP8 block = human SENP8 protease inhibitors, primary screen, biochemical, fluorescence, Nedd8 protein substrate, uHTS. Sentrin-specific protease 8 (Homo sapiens), Q96LD8. recombinant SENP8. inhibition, % at 20 µM. 0.64% of 360,000 active. AID 602440, 2012; in the data active means inhibition mostly above about 40%, no sharp cut-off; inactive means mostly below about 27%
# Target sequence (Q96LD8 whole entry, looked up): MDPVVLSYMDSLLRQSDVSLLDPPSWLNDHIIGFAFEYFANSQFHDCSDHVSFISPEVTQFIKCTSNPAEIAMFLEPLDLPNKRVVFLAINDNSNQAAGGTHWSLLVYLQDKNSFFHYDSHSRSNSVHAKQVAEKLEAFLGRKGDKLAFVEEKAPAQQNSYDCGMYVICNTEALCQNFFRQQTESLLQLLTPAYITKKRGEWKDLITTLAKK
# SENP7 block = SENP7 protease inhibitors, primary screen, biochemical, luminescence, uHTS; Sentrin-specific protease 7 (Homo sapiens), Q9BQF6; 1.5% of 330,000 active; inhibition, % at 5 µM; recombinant SENP7, Z-RLRGG-aminoluciferin luminescence, 40 min;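 active means inhibition above about 50% at the single test dose, limit read from the data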;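 further: plate controls were DMSO with enzyme for no effect and no enzyme buffer wells for full effect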
# Target sequence (Q9BQF6 706-1050 limits assumed): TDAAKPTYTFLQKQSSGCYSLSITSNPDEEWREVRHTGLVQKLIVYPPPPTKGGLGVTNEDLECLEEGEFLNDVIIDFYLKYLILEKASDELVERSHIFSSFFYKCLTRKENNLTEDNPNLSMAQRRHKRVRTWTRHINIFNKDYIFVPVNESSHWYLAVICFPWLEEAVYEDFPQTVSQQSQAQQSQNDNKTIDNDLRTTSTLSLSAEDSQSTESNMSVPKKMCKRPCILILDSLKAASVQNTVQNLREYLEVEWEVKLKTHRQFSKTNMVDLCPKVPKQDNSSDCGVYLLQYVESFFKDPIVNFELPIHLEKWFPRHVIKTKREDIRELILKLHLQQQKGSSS
# PfGluPho inh = PfG6PD enzyme inhibitors, primary screen, biochemical, fluorescence intensity, uHTS; 0.78% of 350,000 active; glucose-6-phosphate dehydrogenase-6-phosphogluconolactonase (Plasmodium falciparum 3D7); PfGluPho enzyme, NADPH resazurin-diaphorase fluorescence; inhibition, % at 20 µM; AID 504690, 2011;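 active means inhibition reaching at least a set limit at 20 µM in the primary screen, cut at about 59% in these data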;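 further: 0% = DMSO wells with substrate and 100% = DMSO wells lacking glucose-6-phosphate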
# The depositor's hits bear a star; · = no result given. Compounds were not picked by outcome; about 6.9% have a hit in one of these screens.
canonical_smiles,SENP6 inh,HKDC1 inhibitor,PfGluPho inh,NR3A LBD binder,SENP8 block,MPTP inh,SENP7 block,ATG4B inh
Cc1ccc(NC(=O)C2CCN(S(=O)(=O)c3cccs3)CC2)cc1,-2,0,1,1,7,-0.7,-10,-8
COc1cc(C)c(Cl)c(C)c1S(=O)(=O)NCc1cccnc1,-7,0,-8,2,-3,1.6,-8,18
COc1ccc(S(=O)(=O)N(C)CC(=O)Nc2ccccc2C(F)(F)F)cc1Cl,-1,-8,9,0,13,-1.2,3,-1
COCCN1CCN(C(=O)C2CCC(=O)N(Cc3ccccc3OC)C2)CC1 (configuration not stated),3,7,-25,4,-1,0.3,3,-5
CCc1ccc(OCC(=O)Nc2ccc3c(c2)OCCO3)cc1,22,4,4,1,15,-2.1,-1,-14
Cc1ccccc1CC(=O)N1CC(C)OC(C)C1 (configuration not stated),-6,-6,-4,0,-1,-0.3,10,-1
CC(C)(C)C(=O)O/N=C1/C(=O)N(c2ccccc2)c2ccccc21,3,6,3,-2,20,1.6,-2,1
Oc1ccccc1C1SC(c2ccccc2O)SC(c2ccccc2O)S1 (configuration not stated),·,-3,-9,-408,13,8.9,·,63*
CCc1nnc(NC(=O)c2cc3c(s2)CCCCC3)s1,-18,-9,-1,0,-4,-1.5,-4,2
O=C(CSc1nccc(=O)[nH]1)Nc1ccccc1Sc1ccccc1,-2,-5,-24,-2,4,2.0,1,10
CCOC(=O)C1=C(C)NC(=O)NC1c1ccc(OC(=O)c2ccco2)c(OC)c1 (configuration not stated),0,-14,-3,1,0,1.2,3,-5
Cc1ccnc(N2CCC(C(=O)NNC(=O)c3ccccc3)CC2)n1,-3,2,15,·,-46,-0.6,11,-12
COc1ccc(S(=O)(=O)N2N=C(C)Oc3ccccc3C2=O)cc1,-10,-5,13,-2,-5,0.4,9,-11
CC1CCCN(c2nc3c(c(=O)n(C)c(=O)n3C)n2Cc2ccccc2)C1 (configuration not stated),13,-1,-1,-3,15,0.4,-2,-1
CCC(C(=O)N1CCN(C(=O)c2ccco2)CC1)n1sc2ccccc2c1=O (configuration not stated),-4,-1,10,-2,14,-0.9,-6,-5
CCCCOc1cccc(C2(C(=O)O)CCCC2)c1,-14,-5,0,5,23,-3.8,1,-1
O=C(Cn1cnc2cc([N+](=O)[O-])ccc2c1=O)Nc1cccc2ccccc12,-8,-2,0,-5,-26,2.0,-5,-3
COc1ccc(/C=C/C(=O)NCc2c(C)nn(C)c2C)cc1COc1ccc(Br)cc1,4,-5,5,2,14,-0.6,-3,-25
Cc1noc(C)c1COc1ccc(C(=O)OCc2nnc(-c3ccc(Cl)cc3)o2)cc1,-3,3,3,0,8,0.0,7,-10
C[C@]12CC[C@@H]3c4ccc(OC(=O)c5ccccc5)cc4CC[C@H]3[C@@H]1CC[C@@H]2O,6,5,-8,-8,1,1.6,5,1
FC(F)(F)c1ccc(N2CCN(c3ncnc4c3nnn4Cc3ccccc3)CC2)nc1,18,-5,1,0,2,3.3,0,-4
O=C(Cc1ccc([N+](=O)[O-])cc1)N/N=C/c1cccs1,-3,0,12,4,1,1.2,11,0
O=C(Nc1ccc(O)cc1)C1CCCN1S(=O)(=O)c1ccc(F)cc1 (configuration not stated),-12,0,-7,2,11,-2.8,11,-7
O=C(CSc1ccccc1)N1CCN(S(=O)(=O)c2ccccc2)CC1,-5,3,7,0,9,0.9,11,-6
COc1ccccc1OCCNC(=O)C(=O)c1c[nH]c2ccccc12,-5,-5,5,0,7,0.8,8,-18

# Going on with the list:
canonical_smiles,SENP6 inh,HKDC1 inhibitor,PfGluPho inh,NR3A LBD binder,SENP8 block,MPTP inh,SENP7 block,ATG4B inh
CCOC(=O)N1CCC(Nc2c(NCCCN(C)Cc3ccccc3)c(=O)c2=O)CC1,-10,5,-19,-1,16,-2.3,4,12
COc1ccc(N(CC(=O)NCCSC2CCCCC2)S(=O)(=O)c2ccccc2)c(OC)c1,-8,·,·,·,1,-0.1,7,·
COc1ccccc1CNC(=O)COC(=O)c1ncc(Cl)c(Cl)c1Cl,-6,6,-6,-2,7,-0.5,-1,2
CC(C)CNC(=O)CSc1nnc(CN2CCCCCC2=O)n1-c1ccccn1,-2,14,-1,-1,5,-1.3,2,5
CC[C@]12c3[nH]c4ccccc4c3CCN1C(=O)C(CC(=O)NCCN1CCOCC1)C[C@@H]2C(=O)N1CCN(C(=O)c2ccco2)CC1 (some centres not stated),-21,2,-4,1,13,-1.7,-4,9
C#CCOCCOCCOCCNc1nc(N2CCN(C(=O)Cn3cc(CCCN=C(N)N)nn3)CC2)nc(N2CCN(C(=O)Cn3cc(CC(C)O)nn3)CC2)n1 (configuration not stated),·,-3,-6,-1,16,-0.3,·,-4
CNC(=O)c1cc(C(=O)c2c(Cl)cccc2Cl)c[nH]1,-14,-2,-13,0,15,-0.1,1,-1
O=C(Nc1ccc(N2CCN(Cc3ccccc3)CC2)cc1)c1ncn[nH]1,2,6,-10,-3,2,0.5,2,-1
CCOC(=O)CNc1c(-c2ccc(O)cc2)nc2ccccn12,3,15,-2,0,-267,-0.9,3,-4
N=c1sccn1CC(=O)Nc1ccccc1-c1ccccc1,5,-7,-1,-1,12,-0.9,-2,-2
COc1ccc(S(=O)(=O)N2CCOC23CCN(S(=O)(=O)c2ccc(F)cc2C)CC3)cc1,-3,-3,1,0,0,1.3,6,7
COc1ccc(-n2cnnc2SCC(=O)Nc2cccc(S(=O)(=O)N3CCCCC3)c2)cc1,4,1,-6,-13,6,9.1,10,-22
C[N+](C)(C)CCOP(=O)([O-])OC[C@H](O)CO,-12,-7,6,-4,5,1.8,-5,2
Cc1cc(C)c(C)c(S(=O)(=O)ON2C(=O)c3ccccc3C2=O)c1C,-12,12,42,1,-96,3.1,-2,10
CCCOc1ccc(C2C3=C(CCCC3=O)N(CC(=O)O)C3=C2C(=O)CCC3)cc1OCC,6,1,-8,2,-67,-0.1,-1,3
CN(Cc1ccccc1)C(=O)COC(=O)/C=C/c1ccc2c(c1)OCO2,11,0,1,-2,-447,-0.3,-4,-2
CC1CCCCC1NC(=O)NC(=O)COC(=O)c1cncc(Br)c1 (configuration not stated),-8,-3,3,0,3,0.4,-10,-42
CC1Sc2ccc(S(=O)(=O)N3CCC(C(=O)NCc4ccccc4)CC3)cc2NC1=O (configuration not stated),-6,-4,-1,-1,15,0.6,-4,9
Cc1cccc(/C(N)=N/OC(=O)Cc2cccs2)c1,38,-6,-3,-1,-7,3.8,16,11
COc1cccc(-c2csc(N3CCN(CC(=O)Nc4ccc5c(c4)OCO5)CC3)n2)c1,-8,-10,15,-2,2,-0.6,-11,7
CC(C(=O)O)N1CCCCC1 (configuration not stated),-9,-4,-13,0,16,0.3,5,3
CC1CCCC(C)N1CCCNC(=O)c1ccc2nc(N3CCOCC3)sc2c1 (configuration not stated),1,-5,2,-1,-1,-0.8,-7,1
COc1ccc(NS(=O)(=O)c2cccc(C(=O)Nc3cccc(C(=O)O)c3)c2)cc1,22,-1,0,3,7,-0.9,-16,-1
O=C(Nc1sc(-c2ccccc2)cc1C(=O)O)c1ccccc1,84*,7,-6,-2,-321,15,28,68*
CCCCOC(=O)C(C#N)c1nc2ccccc2nc1N1CCN(Cc2ccc3c(c2)OCO3)CC1 (configuration not stated),-4,1,6,1,-169,1.8,9,2

# (further entries)
canonical_smiles,SENP6 inh,HKDC1 inhibitor,PfGluPho inh,NR3A LBD binder,SENP8 block,MPTP inh,SENP7 block,ATG4B inh
CCOC(=O)C1CCN(S(=O)(=O)c2cccc(-c3cn4cc(C)ccc4n3)c2)CC1,-1,-6,5,7,-220,-2.2,3,-9
COc1ccccc1Cc1nc(-c2ccc(Br)o2)no1,-1,7,23,1,-4,-1.2,5,7
NC(=S)n1[nH]c(-c2ccc([N+](=O)[O-])cc2)c(N=Nc2ccc(Cl)cc2)c1=O,·,19,34,28*,33,106*,·,11
Cc1ccsc1/C=N/n1c(-c2cc(-c3ccccc3)n[nH]2)n[nH]c1=S,-7,-2,28,1,22,9.7,-1,-22
Cc1ccc(NC(=O)c2ccccc2SCC(=O)N2CCCC2)cc1S(=O)(=O)N(C)C,0,-3,13,0,-53,-0.7,-16,1
COc1ccc2c(c1)CCN=C2Cc1ccc(OC)c(OC)c1,0,-10,8,-1,-236,8.0,-2,0
COc1ccc(C(=O)OCC(=O)NCCCc2ccccc2)cc1OC,0,-1,-5,-1,10,-0.6,12,-10
COc1ccc(S(=O)(=O)NCC2CCC(C(=O)NCCC(C)C)CC2)cc1 (configuration not stated),11,-6,0,-3,16,-2.0,5,9
COc1ccccc1N1C(=O)CC(Sc2ccccc2N)C1=O (configuration not stated),-2,3,-1,-4,9,0.9,1,5
COCCN1Cc2cccc(C(=O)Nc3ccc4c(c3)OCCO4)c2C1=O,3,-4,9,0,1,-0.8,-11,-10
CC(C)(C)NCC(=O)c1c[nH]c2ccccc12,-4,-4,9,0,16,-0.5,3,-7
Cc1ccccc1C(=O)Nc1ccccc1C(=O)NCC(C)C,3,-1,-9,0,4,-0.4,-10,-2
O=C(CN1C(=O)C(=O)N(C2CCCC2)C1=O)NCCc1ccc(F)cc1,-7,-6,-11,-1,3,0.2,3,-4
COc1ccc(OCC(=O)Nc2ccc3c(c2)CCC3)cc1,-15,-5,-3,-30,2,-1.0,4,3
CCOC(=O)c1c(-n2cnnn2)sc2c1CCCC2,0,2,4,-1,-78,0.4,8,0
CCCCN1C[C@H](Cc2ccccc2)[C@@H](CC(=O)NCc2ccc(OC)cc2)C1=O,-15,-1,-5,-1,15,0.5,18,11
CCN(CC)CCN1C(=O)C(=O)/C(=C(/O)c2ccc(Cl)cc2)C1c1ccncc1 (configuration not stated),·,-1,-1,-1,14,-1.5,·,0
C/C(=N\NC(=O)c1ccco1)c1ccc(NC(=O)c2ccccc2)cc1,9,-8,-6,-17,-14,-2.3,-4,4
O=C(Nc1nc(-c2ccccn2)cs1)C1COc2ccccc2O1 (configuration not stated),-7,6,-6,-1,16,-1.0,-12,-6
Cc1cccc(C)c1N(C(=O)c1ccco1)C(C(=O)NC1CCCC1)c1ccncc1 (configuration not stated),-5,-1,-15,0,5,1.8,6,8
CCn1c(Cc2ccccc2)nnc1SCC(=O)NC1CCCC1,-8,-9,-7,1,-1,0.4,-1,0
O=C(CCCCl)NC(=S)Nc1ccc(N2CCOCC2)cc1,-14,1,9,0,4,0.3,1,-2
O=C(CSC1=NS(=O)(=O)c2cc(F)ccc2N1)Nc1ccccc1F,3,3,-14,-2,35,2.3,4,8
COc1ccc(-c2coc3cc(OC)ccc3c2=O)cc1,·,-6,23,0,-49,1.4,·,-10
CC(=O)c1cnc2c(-c3ccccc3)c(-c3ccccc3)nn2c1C,-49,0,-20,1,-20,2.3,1,3

# One compound at a time, as listed above. Values in the order: SENP6 inh	HKDC1 inhibitor	PfGluPho inh	NR3A LBD binder	SENP8 block	MPTP inh	SENP7 block	ATG4B inh
# `COc1ccccc1Cc1nc(-c2ccc(Br)o2)no1` across the screens: -1	7	23	1	-4	-1.2	5	7
# `CCOC(=O)C1CCN(S(=O)(=O)c2cccc(-c3cn4cc(C)ccc4n3)c2)CC1` across the screens: -1	-6	5	7	-220	-2.2	3	-9

# Screening data (PubChem)
